Compound activity deposited in PubChem BioAssay by Sanford-Burnham Center for Chemical Genomics.
APJ antagonist: antagonists of human apelin receptor APJ, primary screen, CHO-K1 cells, beta-arrestin complementation, luminescence; inhibition, % at 20 µM; AID 2521, 2010; P35414; 0.32% of 330,000 active;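 active = inhibition above about 40% at 20 µM, limit read from the data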;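 also: cells challenged with 10 nM apelin-13 agonist together with compound; plate controls were apelin-13 plus DMSO wells for no effect and DMSO wells lacking apelin-13 for full effect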
Target sequence (P35414 whole entry, looked up): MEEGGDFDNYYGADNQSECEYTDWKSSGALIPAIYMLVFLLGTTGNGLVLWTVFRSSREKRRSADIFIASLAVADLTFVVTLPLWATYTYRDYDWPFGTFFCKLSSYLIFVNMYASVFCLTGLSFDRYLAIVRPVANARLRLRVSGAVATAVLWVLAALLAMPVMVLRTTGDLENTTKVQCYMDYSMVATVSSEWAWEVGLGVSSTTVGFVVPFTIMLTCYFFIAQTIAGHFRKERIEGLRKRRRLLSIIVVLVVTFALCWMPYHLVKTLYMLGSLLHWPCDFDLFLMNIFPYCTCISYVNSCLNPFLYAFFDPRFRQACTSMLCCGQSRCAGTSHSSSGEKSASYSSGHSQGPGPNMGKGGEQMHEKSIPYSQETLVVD
Mdm2 MdmX PPI: inhibitors of human Mdm2-MdmX association, primary screen, cell-based, luminescence, split luciferase, SaOS-2, uHTS | Protein Mdm4 (Homo sapiens) + E3 ubiquitin-protein ligase Mdm2 (Homo sapiens), … | SaOS-2 split-luciferase Mdm2/MdmX complementation | inhibition, % at 8 µM | 3% of 330,000 active | AID 485346, 2010;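 active = inhibition of at least 50% at 8 µM in the primary screen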
EBI2 antag: EBI2 receptor antagonists, beta-arrestin recruitment, primary screen, cell-based, luminescence, 7a,25-OHC stimulation, uHTS; inhibition, % at 5 µM; 7a,25-OHC stimulated; 0.81% of 360,000 active; G-protein coupled receptor 183 (Homo sapiens), P32249; in the data active = inhibition above about 38%;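 also: enzyme fragment complementation signal reports receptor beta-arrestin coupling in cells; 0% = agonist plus DMSO wells and 100% = wells without agonist; some results beyond the cut were filed as inactive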
CHOP UPR activ: activators of apoptotic CHOP UPR arm, primary screen, cell-based, CHO-CHOP luciferase reporter, luminescence, uHTS. 0.34% of 330,000 active. UPR activation; percent of tunicamycin response over DMSO baseline. activation, % at 10 µM;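 active = at 10 µM dose, activation of 40% or more, normalized to positive control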;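 also: 100% = tunicamycin at 10 µg/mL and 0% = DMSO alone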
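System: CHO CHOP reporter cells. Amount: 500 cells per well. Buffer or medium: F12 medium, 10% FBS. Compound dosing: one dose, 10 µM in 0.5% DMSO. Incubation: 6 h compound exposure at 37 °C after overnight seeding. Technique: Steady-Glo luciferase luminescence. Benchmarks: tunicamycin and DMSO controls.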
APJ ag: agonists of human apelin receptor APJ, primary screen, CHO-K1 cells, PathHunter beta-arrestin, luminescence; activation, % at 20 µM; 0.11% of 330,000 active; P35414; 0% DMSO wells, 100% apelin; AID 2520, 2010;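 active = activation more than six SD over the plate average, tested at 20 µM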;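 also: 0% = DMSO alone and 100% = apelin-13 at 10 nM; some results filed as inactive read as strong as hits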
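assay system = CHO-K1 APJ beta-arrestin complementation cell line | input = cell density 1000 per well | dosing = compound 20 µM once, DMSO 1% | timing = compound 90 min 25 °C, reagent 1 h | measured by = luminescence from split beta-galactosidase complementation, Galacton Star/Emerald II substrate | read-out basis = APJ agonist activity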
CXCR6 inh: CXCR6 receptor inhibitors, primary screen, cell-based, beta-arrestin, luminescence, CHO-K1 PathHunter, 1536-well. C-X-C chemokine receptor type 6 (Homo sapiens), O00574. 0.36% of 360,000 active. inhibition, % at 20 µM; in the data active = inhibition above about 34%, passing the limit was not always enough;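 also: antagonist mode with CXCL16 agonist at 10 nM final; 0% = 10 nM CXCL16 with DMSO and 100% = unstimulated wells without agonist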
Target sequence (O00574 whole entry, looked up): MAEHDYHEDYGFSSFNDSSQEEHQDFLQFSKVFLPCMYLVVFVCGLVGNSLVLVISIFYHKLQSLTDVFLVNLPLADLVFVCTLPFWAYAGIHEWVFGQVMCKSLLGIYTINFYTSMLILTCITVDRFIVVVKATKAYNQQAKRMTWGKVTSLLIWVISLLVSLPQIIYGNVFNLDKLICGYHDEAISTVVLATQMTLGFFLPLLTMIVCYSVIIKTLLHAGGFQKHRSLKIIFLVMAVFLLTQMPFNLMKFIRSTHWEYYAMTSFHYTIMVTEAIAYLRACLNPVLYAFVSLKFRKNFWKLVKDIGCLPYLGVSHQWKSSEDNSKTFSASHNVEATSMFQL
tim23-1 inh: growth inhibitors of tim23-1 mutant yeast, primary screen, luminescence, uHTS; S. cerevisiae tim23-1 growth, BacTiter-Glo luminescence, 24 h; inhibition, % at 20 µM; 1.3% of 330,000 active; AID 463212, 2010;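 active = growth inhibition of the mutant yeast at or above 50%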;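 also: temperature-sensitive mutant grown at 25 °C; plate controls were DMSO-treated mutant yeast for no effect and medium wells lacking yeast for full effect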
UPR XBP1 act: activators of adaptive XBP1 UPR arm, primary screen, cell-based, CHO-XBP1 luciferase reporter, luminescence, uHTS. 0.33% of 330,000 active. activation, % at 20 µM. IRE1-XBP1 UPR activation; percent of tunicamycin response, DMSO as zero;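 active = versus positive control, 20 µM dose yields 30% or more activation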;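 also: 100% = tunicamycin at 10 µg/mL and 0% = DMSO only wells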
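Assay system: CHO-XBP1 luciferase reporter cells; Schedule: 6 h treatment, 37 °C; Detection: glow luminescence from Steady-Glo reagent; Benchmarks: high control tunicamycin 10 µg/mL final, low control DMSO vehicle only.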
CCR6 antagonist: CCR6 receptor antagonists, primary screen, cell-based, CHO-K1, luminescence, beta-arrestin, uHTS; C-C chemokine receptor type 6 (Homo sapiens), P51684; inhibition, % at 20 µM; CHO-K1 CCR6 PathHunter beta-arrestin, CCL20-stimulated; 0.49% of 340,000 active;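 active = compounds whose inhibition of the agonist-driven luminescence signal at 20 µM reaches about 50%, limit read from the data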;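 also: cells stimulated with CCL20 at 14 nM final; plate controls were DMSO with CCL20 for no effect and DMSO without agonist for full effect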
Target sequence (P51684 whole entry, looked up): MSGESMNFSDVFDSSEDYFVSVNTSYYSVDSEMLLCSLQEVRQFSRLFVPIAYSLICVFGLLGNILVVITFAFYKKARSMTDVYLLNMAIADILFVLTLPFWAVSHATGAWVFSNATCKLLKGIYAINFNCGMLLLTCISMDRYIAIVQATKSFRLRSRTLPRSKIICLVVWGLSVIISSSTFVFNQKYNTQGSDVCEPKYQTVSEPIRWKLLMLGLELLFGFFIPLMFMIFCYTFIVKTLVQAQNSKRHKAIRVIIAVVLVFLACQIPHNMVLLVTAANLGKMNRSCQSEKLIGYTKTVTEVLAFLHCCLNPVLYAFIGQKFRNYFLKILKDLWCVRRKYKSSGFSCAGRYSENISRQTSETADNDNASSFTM
An asterisk follows results filed as active; . = no result given. The list is partial. The share of hits here may be higher or lower than overall.

| cpd | compound | APJ antagonist | Mdm2 MdmX PPI | EBI2 antag | CHOP UPR activ | APJ ag |
| --- | --- | --- | --- | --- | --- | --- |
| 1 | CCc1ccc(OC(C)C(=O)Nc2ccc(S(=O)(=O)Nc3nccs3)cc2)cc1 (stereo unspecified) | 17 | -15 | -7 | 1.2 | 2 |
| 2 | CC(=O)c1ccc(C(=O)Nc2ccc(N3CCOCC3)cc2)cc1 | 10 | 6 | 7 | -0.3 | -1 |
| 3 | O=C(NC1CC(=O)N(c2ccc3c(c2)OCCO3)C1)N1CCC(O)CC1 (stereo unspecified) | 6 | -13 | 2 | 0.7 | -3 |
| 4 | COc1ccc(/C=N/NC(=S)Nc2ccccc2)cc1COc1ccc(Br)cc1 | 3 | 41 | 10 | 3.0 | -3 |
| 5 | O=C(Cn1c(O)c(N=NC(=O)c2ccncc2)c2ccccc21)Nc1ccccc1 | -17 | 43 | . | 6.0 | 1 |
| 6 | COc1cc(C)ccc1OCCOc1ccccc1Cl | -12 | -36 | 11 | 6.6 | -4 |
| 7 | O=C(NC1c2ccccc2-c2ccccc21)c1ccco1 | -3 | 32 | 2 | -0.2 | 1 |
| 8 | COc1ccccc1N/C=C/C(=C(C#N)C#N)N(C)C | -19 | -21 | -2 | -1.4 | -2 |
| 9 | COc1ccccc1-c1nnc2sc(COc3ccc(F)cc3)nn12 | -5 | 24 | -5 | -1.9 | -1 |
| 10 | CC(OC(=O)c1ccc(S(=O)(=O)NCc2ccco2)cc1)C(=O)Nc1ncc(Cl)cc1Cl (stereo unspecified) | -4 | 0 | -14 | -0.7 | -2 |
| 11 | O=C(Cc1cccs1)NNC(=S)NC(=O)c1ccco1 | 14 | 23 | 1 | -0.7 | -2 |
| 12 | O=C(NCCCn1ccnc1)c1ccccc1Cl | 3 | -11 | -1 | 1.5 | -2 |
| 13 | Cc1occc1C(=O)N1CCN(S(=O)(=O)c2ccccc2)CC1 | 7 | 8 | 13 | 20 | 4 |
| 14 | CCO[C@@H]1OC(C(=O)NC2CC2)=C[C@H](c2csc3ccccc23)[C@H]1CCCO | 13 | 21 | 14 | 2.9 | -2 |
| 15 | COc1ccc(C(C(=O)NC(C)(C)C)N(C(=O)CNC(=O)c2cccs2)c2ccc(NC(C)=O)cc2)cc1OC (stereo unspecified) | 6 | 9 | 5 | 0.1 | -5 |

| cpd | CXCR6 inh | tim23-1 inh | UPR XBP1 act | CCR6 antagonist |
| --- | --- | --- | --- | --- |
| 1 | 3 | 27 | -2 | -3 |
| 2 | 4 | -3 | -5 | 4 |
| 3 | -1 | 18 | -3 | -3 |
| 4 | 2 | 10 | -2 | -3 |
| 5 | . | -14 | 3 | -2 |
| 6 | -8 | 18 | 2 | 7 |
| 7 | -1 | -5 | -2 | 10 |
| 8 | 9 | 5 | 3 | 3 |
| 9 | -6 | 20 | 0 | 12 |
| 10 | -8 | -14 | -3 | 14 |
| 11 | 15 | -21 | -3 | -3 |
| 12 | 2 | 6 | -2 | -4 |
| 13 | 4 | 13 | -3 | 13 |
| 14 | 6 | 0 | 0 | 6 |
| 15 | 2 | 6 | 0 | 7 |

Whole records from above. Order of screens: APJ antagonist | Mdm2 MdmX PPI | EBI2 antag | CHOP UPR activ | APJ ag | CXCR6 inh | tim23-1 inh | UPR XBP1 act | CCR6 antagonist
O=C(NC1c2ccccc2-c2ccccc21)c1ccco1 is entered as -3 | 32 | 2 | -0.2 | 1 | -1 | -5 | -2 | 10
Cc1occc1C(=O)N1CCN(S(=O)(=O)c2ccccc2)CC1 is entered as 7 | 8 | 13 | 20 | 4 | 4 | 13 | -3 | 13
O=C(Cn1c(O)c(N=NC(=O)c2ccncc2)c2ccccc21)Nc1ccccc1 is entered as -17 | 43 | . | 6.0 | 1 | . | -14 | 3 | -2
COc1ccccc1N/C=C/C(=C(C#N)C#N)N(C)C is entered as -19 | -21 | -2 | -1.4 | -2 | 9 | 5 | 3 | 3

(next part)
| cpd | compound | APJ antagonist | Mdm2 MdmX PPI | EBI2 antag | CHOP UPR activ | APJ ag |
| --- | --- | --- | --- | --- | --- | --- |
| 16 | COc1ccccc1NC(=O)CCNS(=O)(=O)c1ccc2c(c1)CCN2C(C)=O | -12 | 9 | -3 | -2.1 | -5 |
| 17 | COc1cccc(NC(=O)C(=O)NCCC2CCCCN2S(=O)(=O)c2cccs2)c1 (stereo unspecified) | 11 | -44 | 1 | 6.2 | 8 |
| 18 | COc1ccc(-c2c(C#N)c(N)nc(Sc3ccc(Cl)cc3)c2C#N)cc1 | -7 | 33 | 10 | -2.2 | 1 |
| 19 | COc1ccc(C(=O)CC(=O)C(=O)Nc2ccc([N+](=O)[O-])cc2C)cc1 | 5 | 13 | -2 | 12 | -4 |
| 20 | Cn1c(=O)[nH]c(=O)c2c1nc(CN1CCN(Cc3ccccc3)CC1)n2CC(N)=O | 2 | 27 | 1 | 0.2 | -2 |
| 21 | Cc1c(Cl)cccc1NC(=O)NNC(=O)CCc1ccccc1 | 7 | 9 | 11 | -2.1 | 1 |
| 22 | NC(=O)c1oc2ccccc2c1NC(=O)c1ccco1 | 0 | 14 | -9 | 1.0 | 0 |
| 23 | Cc1ccc(S(=O)(=O)CCC(=O)N(Cc2nnc(-c3ccc(Cl)cc3)o2)C2CC2)cc1 | -8 | 11 | 13 | 4.7 | -1 |
| 24 | CN1CCc2c(OCC(=O)N3CCC(Cc4ccccc4)CC3)cccc2C1=O | -6 | 19 | -9 | -0.8 | -3 |
| 25 | O=C(NCC1CCCO1)C(c1ccc(F)cc1)N(Cc1ccc2c(c1)OCO2)C(=O)c1ccc(CN2CCOCC2)o1 (stereo unspecified) | -4 | 1 | 1 | -0.6 | -3 |
| 26 | CNCC(C)COc1ccccc1OCc1ccccc1 (stereo unspecified) | 2 | 26 | -1 | 0.7 | -2 |
| 27 | COc1ccccc1CNS(=O)(=O)N(C)C | -2 | 10 | -13 | 1.2 | -4 |
| 28 | CC(C)C(=O)Nc1ccc2c(c1)nc(CCN1CCN(C)CC1)n2C | 19 | -27 | 6 | -0.3 | -1 |
| 29 | CC(=O)NNC(=O)CCn1nnc2ccccc21 | -1 | 37 | 0 | 0.0 | -3 |
| 30 | CCC(=O)N/N=C(\C)CC(=O)Nc1cccc([N+](=O)[O-])c1 | 28 | 9 | -15 | 0.6 | 0 |

| cpd | CXCR6 inh | tim23-1 inh | UPR XBP1 act | CCR6 antagonist |
| --- | --- | --- | --- | --- |
| 16 | -5 | 13 | -9 | -7 |
| 17 | 6 | 16 | 4 | 21 |
| 18 | -6 | 3 | 4 | 6 |
| 19 | 5 | 14 | -2 | 14 |
| 20 | -3 | -6 | -2 | -5 |
| 21 | 2 | -7 | -3 | 5 |
| 22 | 3 | -9 | 3 | -16 |
| 23 | -1 | 39 | 2 | 6 |
| 24 | 0 | -205 | 1 | 6 |
| 25 | 1 | 2 | 0 | 7 |
| 26 | 4 | 2 | -3 | 1 |
| 27 | -3 | 8 | -2 | -3 |
| 28 | 0 | 15 | 1 | -8 |
| 29 | 2 | -4 | -1 | -12 |
| 30 | 6 | 18 | 1 | 3 |

Later entries.
| cpd | compound | APJ antagonist | Mdm2 MdmX PPI | EBI2 antag | CHOP UPR activ | APJ ag |
| --- | --- | --- | --- | --- | --- | --- |
| 31 | Cc1oc(-c2ccc(Cl)cc2)nc1CS(=O)CC(=O)NC1CCCCCC1 (stereo unspecified) | 23 | -6 | -5 | 0.4 | -2 |
| 32 | Cc1nn(C(C)C(=O)NCCCN2CCCCCC2)c(=O)c2c1sc1ccccc12 (stereo unspecified) | 19 | 15 | 5 | 0.1 | -6 |
| 33 | COc1ccc(Oc2c(O)c3ccccc3n(C)c2=O)cc1 | -3 | 1 | -2 | -1.0 | -1 |
| 34 | Cc1cc(NC(=O)CSC2=NS(=O)(=O)c3cc(Cl)ccc3N2)no1 | 17 | 20 | -2 | -1.0 | -4 |
| 35 | COc1ccc(OC)c(NC(=O)C23CCC(C)(C(=O)O2)C3(C)C)c1 (stereo unspecified) | -3 | 9 | -4 | 1.7 | -1 |
| 36 | CSC(=O)NC(=O)NC(=O)c1ccc([N+](=O)[O-])cc1 | -28 | -27 | -4 | 2.3 | 3 |
| 37 | COCCN(C(=O)c1csnn1)C(C(=O)NC1CCCC1)c1ccc(C)cc1 (stereo unspecified) | 16 | 27 | 6 | 1.0 | -2 |
| 38 | Cc1ccc(N2C(=O)[C@@H]3[C@H](C2=O)C2c4ccccc4C=NN2[C@@H]3C(=O)c2ccc(Cl)cc2)cc1 (stereo partly specified) | 1 | 8 | 4 | -1.1 | -2 |
| 39 | CCN(Cc1ccccc1)C(=O)c1nn(-c2ccc(OC)cc2)c(=O)c2c1c1ccccc1n2C | 2 | 0 | 7 | 5.7 | 2 |
| 40 | Cc1cc(Nc2cccc(Cl)c2)c2ccccc2n1 | 20 | 5 | -9 | -3.7 | -3 |
| 41 | CNC(=O)c1c[nH]n2c(=O)c(Cc3ccccc3F)c(C)nc12 | -31 | 3 | -6 | -0.3 | -4 |
| 42 | N=c1c2c3c(sc2ncn1N)CCCC3 | -15 | 16 | 0 | -0.6 | -2 |
| 43 | COc1ccc(NC(=O)CCC(=O)c2cc(C)sc2C)cc1 | -10 | 19 | -2 | 0.2 | -1 |
| 44 | CCOCCc1nnc(NC(=O)c2cccs2)s1 | -19 | 14 | 6 | 1.3 | 3 |
| 45 | CCOc1ccccc1CNC(=O)c1cc2oc3ccccc3c2n1C | -3 | 84* | 8 | 1.2 | 1 |
| 46 | CCS(=O)(=O)c1ccc2c(c1)N(S(C)(=O)=O)CC(C(=O)NCCOC)O2 (stereo unspecified) | -12 | 4 | -2 | 1.1 | 4 |
| 47 | Cc1cc(C)c(NC(=O)Cn2c([N+](=O)[O-])cnc2C)c(C)c1 | -13 | 1 | -3 | -0.1 | -2 |

| cpd | CXCR6 inh | tim23-1 inh | UPR XBP1 act | CCR6 antagonist |
| --- | --- | --- | --- | --- |
| 31 | -2 | 31 | -4 | 17 |
| 32 | 9 | -2 | 2 | 16 |
| 33 | 2 | 7 | 0 | 7 |
| 34 | -15 | 12 | -2 | 6 |
| 35 | -4 | 13 | -3 | 2 |
| 36 | -16 | 5 | 0 | -6 |
| 37 | 5 | 3 | -3 | 9 |
| 38 | 5 | 31 | -2 | 18 |
| 39 | 18 | 18 | 5 | 4 |
| 40 | -1 | -5 | -5 | 1 |
| 41 | 4 | 0 | -3 | 8 |
| 42 | 9 | -2 | -5 | 12 |
| 43 | -1 | 2 | 0 | 6 |
| 44 | 0 | 23 | 0 | -2 |
| 45 | 5 | 15 | 5 | -2 |
| 46 | 0 | 9 | 2 | 7 |
| 47 | -6 | -17 | -1 | -12 |
